DRD3 antagonist: blocks the human D3 dopamine receptor. P35462. D3R cells, DiscoveRx beta-arrestin luminescence, antagonist mode; hits give low values. max response, negative = inhibition, %. 360,000 tested, 2.5% active. AID 652054; in the data active means max response below about -50%; inconclusive means no clear call, values can overlap the other calls; further: on the % scale 0 is the no-effect control and ±100 the full control effect; mostly tested at two doses, the higher about 12 µM
Target sequence (P35462 whole entry, looked up): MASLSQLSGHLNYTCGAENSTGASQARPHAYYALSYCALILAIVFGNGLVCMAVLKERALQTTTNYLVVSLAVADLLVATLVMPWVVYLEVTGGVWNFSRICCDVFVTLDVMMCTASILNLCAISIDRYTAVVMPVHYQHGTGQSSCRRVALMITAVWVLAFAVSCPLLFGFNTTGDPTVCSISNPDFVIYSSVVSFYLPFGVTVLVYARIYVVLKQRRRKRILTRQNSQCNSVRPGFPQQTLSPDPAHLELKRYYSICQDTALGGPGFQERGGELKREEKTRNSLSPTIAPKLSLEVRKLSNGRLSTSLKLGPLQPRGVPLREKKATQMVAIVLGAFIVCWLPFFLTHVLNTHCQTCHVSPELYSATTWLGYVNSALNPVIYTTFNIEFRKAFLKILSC
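Cells expressing the human receptor were seeded at 1500 cells/well, incubated overnight at 37 degrees C in 5% CO2, then exposed to library compounds with dopamine controls for 90 minutes at 37 degrees C before luminescent detection.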
EPAC2 antag: antagonists of human EPAC2; Q8WZA2; EPAC2 GEF exchange of Rap1B-BODIPY-GDP, fluorescence; Potency, µM (series often up to 114 µM), inactives show at the top dose activity, negative = inhibition, most hits filed as inhibitors; 360,000 tested, 0.18% active; AID 720708; further: potency means the concentration at half of the fitted maximal effect; on the % scale 0 is the no-effect control and ±100 the full control effect; nearly all actives have a fitted effect of over 45% in size; many of its hits are not listed in these tables
MmCpn inh: M. maripaludis TRiC chaperonin inhibition. Potency, µM (doses to about 76.9 µM), for the others: at the top dose activity, negative = inhibition, most hits filed as inhibitors. purified Mm-Cpn ATPase, ADP Transcreener TR-FRET. 330,000 tested, 0.031% active. AID 504842; further: potency means the concentration at half of the fitted maximal effect; on the % scale 0 is the no-effect control and ±100 the full control effect; nearly all actives have a fitted effect of over 80% in size
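Purified archaeal chaperonin (25 nM final) was preincubated with compound for 10 min at 37°C, then ATP (10 uM final) was added for 30 min at 37°C in Tris pH 7.4/KCl/MgCl2/DTT buffer. ADP was quantified by HTRF Transcreener TR-FRET.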
PTHR1 ag: agonists of human PTHR1 parathyroid hormone receptor; Q03431; HEK293 GP2 PTHR1 cells, GloSensor cAMP luminescence, 1 h; Potency, µM (series often up to 115 µM), for the others: at the highest dose activation, usual class: activators; 410,000 tested, 0.075% active; further: potency means the concentration at half of the fitted maximal effect; nearly all actives have a fitted effect of over 55% in size; some results filed as inactive show a strong effect at the top dose; inactives centre near -15; many of its hits are not listed in these tables
Target sequence (Q03431 whole entry, looked up): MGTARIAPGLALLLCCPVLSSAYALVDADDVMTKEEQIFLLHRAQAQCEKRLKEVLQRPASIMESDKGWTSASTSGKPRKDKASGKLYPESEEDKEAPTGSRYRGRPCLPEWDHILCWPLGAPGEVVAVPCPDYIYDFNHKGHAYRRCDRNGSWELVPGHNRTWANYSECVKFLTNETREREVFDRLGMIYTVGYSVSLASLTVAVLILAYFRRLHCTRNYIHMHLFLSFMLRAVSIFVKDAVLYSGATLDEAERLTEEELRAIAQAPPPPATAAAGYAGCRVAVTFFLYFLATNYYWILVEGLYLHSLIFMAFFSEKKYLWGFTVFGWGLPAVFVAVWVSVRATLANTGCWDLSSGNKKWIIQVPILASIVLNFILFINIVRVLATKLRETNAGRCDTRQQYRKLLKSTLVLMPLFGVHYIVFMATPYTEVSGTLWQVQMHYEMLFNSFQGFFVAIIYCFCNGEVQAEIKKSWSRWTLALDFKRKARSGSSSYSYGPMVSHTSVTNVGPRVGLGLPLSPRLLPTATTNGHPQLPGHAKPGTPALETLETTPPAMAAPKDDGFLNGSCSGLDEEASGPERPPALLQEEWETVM
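HEK-293-derived GP2 cells expressing PTHR1 and a GloSensor cAMP reporter, 3,000/well, plated overnight, given luciferin plus IBMX (each 0.5 mM as added) for 1 h at 37 °C, then compound for 1 h at 37 °C. Luminescence was read after 15 min at room temperature.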
CCT modulator: modulators of cytosolic chaperonin (CCT/TRiC) activity; purified chaperonin ATPase assay, HTRF ADP detection, 30 min; activity change, % (no concentration beside the values), hits read low; 360,000 tested, 0.3% active; AID 651819; in the data active means activity change below about -30%; further: on the % scale 0 is the no-effect control and ±100 the full control effect
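ATPase activity: ADP formed was measured by HTRF Transcreener (665/615 nm ratio) after 30 min at 37 deg C with 10 uM ATP. Compounds screened at one 76 uM concentration against 40 or 20 nM TRiC in Tris pH 7.4/KCl/MgCl2/DTT buffer.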
EPAC2 ag: EPAC2 (human) agonism. Q8WZA2. EPAC2 activation, biochemical qHTS; response scale: 100% = 6.5 mM cAMP response. Potency, µM (doses to about 154 µM), without a hit: at the highest dose activation, actives largely listed as activators. 360,000 tested, 0.079% active. AID 720711; further: potency means the concentration at half of the fitted maximal effect; nearly all actives have a fitted effect of over 50% in size
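Nucleotide exchange monitored as fluorescence drop when BODIPY-GDP leaves Rap1B. Reaction: 100 nM EPAC2, 250 nM RAP1B-BODIPY-GDP, 50 uM GDP, room temperature, kinetic read over 30 min. Activity expressed relative to 6.5 mM cAMP.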
DRD3 agonist: activates the human D3 dopamine receptor; P35462; D3R DiscoveRx beta-arrestin cells, luminescence, 90 min; max activation, %; 410,000 tested, 0.58% active; in the data active means max activation above about 30%; further: 0% is about no effect; mostly tested at two doses, the higher about 12 µM
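Agonist-mode cell screen: cells plated at 1500/well and incubated overnight at 37 °C, then exposed to library compounds for 90 min at 37 °C. Detection reagent was added for 30–60 min at room temperature, and luminescence was read.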
pAkt inh: Akt phosphorylation inhibition. 360,000 tested, 0.32% active. activity change, % for hits at 50 µM. Neuro2A IGF-stimulated pAkt S473 HTRF, 20 min; hits give low values; in the data active means activity change below about -80%; inconclusive means mostly about -51% to -80%; further: on the % scale 0 is the no-effect control and ±100 the full control effect
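Neuro2A cells in DMEM with 0.5% FBS, overnight at 37 deg C, given compound at single 50 µM final, then IGF (6 nM final) for 20 min at 37 deg C. Lysed; phospho-Akt Ser473 by HTRF after 24 h, 665/615 ratio.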
Starred values were filed as active, the others as inactive; i = inactive; ? = inconclusive; / = no result given; [ ] = dose if it differs, or a comment. Unless noted, the call rests on the fitted dose curve; in most records, active means well fitted curve in the direction sought with a large enough effect; inconclusive means small, poorly fitted or top-dose-only effect, or another doubt; inactive means no such curve, though single readings can be large; an effect the other way counts as inactive or inconclusive. Not all compounds are listed; the hit share may differ from the screen's.

SMILES | DRD3 antagonist | EPAC2 antag | MmCpn inh | PTHR1 ag | CCT modulator | EPAC2 ag | DRD3 agonist | pAkt inh
CC(C)CC(=O)N1CC=CC[C@@H](c2ccc(Cl)cc2)N(Cc2ccc(Cl)cc2)C(=O)[C@@H]1Cc1ccccc1 | ? | 12% | / | i | -0.3 | 2% | -6 | i
CCSc1nc(NCCN(C)C)c2c3c(sc2n1)COC(C)(CC)C3 (stereo not drawn) | -9 | -4% | -1% | -10% | 0.0 | 3% | -13 | i
CCOC(=O)C1=C(COC(=O)C2CC(=O)N(c3ccccc3F)C2)NC(=O)NC1C (stereo not drawn) | 36 | 0% | 1% | i | -1.6 | -6% | 6 | i
CN(Cc1cnccn1)C(=O)CC1C(=O)NCCN1Cc1cccc(F)c1 (stereo not drawn) | 10 | -2% | 0% | -43% | -0.1 | -4% | 7 | i
C/C(=N\Nc1ccccc1Cl)c1ccc(-n2ccnc2)cc1 | -3 | -13% | 0% | i | -2.7 | 18% | -5 | i
Cn1c(Cl)c(C(=O)Nc2ccc(Cl)cc2)c2ccccc21 | -21 | -8% | -1% | i | 0.6 | -2% | 0 | i
CC(C)(C)NC(=O)N1CCCC(C(=O)c2cccc(Cl)c2)C1 (stereo not drawn) | ? | -1% | 0% | -80%[inhibitor] | 0.3 | 9% | -10 | i
Cn1cc(S(=O)(=O)Nc2cccc(F)c2)c(=O)n(C)c1=O | -1 | 0% | 2% | i | 0.9 | -5% | 0 | i
COc1ccc(-c2nc(CS(=O)CC(=O)NCc3ccco3)c(C)o2)cc1 (stereo not drawn) | 22 | -8% | 2% | i | -0.1 | 4% | -1 | i
O=C(NCC1CC1)c1cc2c(c(-c3cccc(-c4ccccc4F)c3)n1)[C@H](CCO)N(C(=O)CC1CC1)C2 | 1 | -14% | / | -56%[inhibitor] | -1.7 | 6% | -6 | i
CC(OC(=O)c1cc(=O)[nH]c2ccccc12)c1ccccc1 (stereo not drawn) | -20 | 0% | 1% | ? | -0.9 | 4% | 11 | /
Nc1ccc(S(=O)(=O)N2CCCC2)cc1Cl | 0 | -1% | -2% | i | -0.9 | -1% | 2 | i
Cc1c(O)nc2ccccn2c1=O | 3 | 9% | -1% | -11% | -0.3 | 0% | 11 | i
CC(C)CNC(=O)NC(=O)COc1ccc(C=O)cc1 | 24 | 0% | / | -6% | -1.4 | 1% | 1 | i
Nc1c(-c2ccc(F)cc2)cnc2ncnn12 | 14 | -7% | 1% | -6%[57.5 µM] | -0.3 | 5% | -1 | i
N#Cc1ccc[n+](CC(=O)c2ccc(Cl)cc2)c1 | -7 | -9% | 1% | -22% | -2.9 | 18% | -1 | i
c1ccc2c(c1)nc(Nc1ccc(N3CCCCC3)cc1)c1nncn12 | -19 | -13% | 1% | i | 0.9 | 12% | 2 | i
O=C(c1[nH]c(C(F)(F)F)nc1-c1ccccc1)N1CCN(c2ccc(C(F)(F)F)cn2)CC1 | 13 | -19% | / | i | 0.7 | -3% | 0 | i
CC(=O)NS(=O)(=O)c1ccc(NC(=O)NC2CCCCC2)cc1 | 10 | 14% | 1% | i | -2.6 | 2% | 2 | i
CSc1ccc(S(=O)(=O)N2CCCC2)cc1 | -12 | 0% | 1% | i | -12 | 9% | 3 | i
Cc1onc(-c2ccccc2)c1C(=O)OCCOc1ccc([N+](=O)[O-])cc1[N+](=O)[O-] | -20 | -5% | 3% | -26% | -0.7 | 13% | -8 | i
CC(=O)c1ccc(NC(=O)Cn2nc(C)cc2C)cc1 | -11 | 0% | -1% | i | 0.1 | -2% | -3 | i
Cc1ccc(C(=O)C2=C(O)C(=O)N(Cc3ccco3)C2c2cccc(Br)c2)o1 (stereo not drawn) | -4 | -4% | -7% | -19% | -1.4 | 15% | -3 | i
O=C(NCC1CC1)c1onc(CSc2ccccc2)c1C(=O)NCC1CC1 | 19 | -21% | / | i | 0.0 | 18% | -23 | i
CCN(CC(=O)NC1CCS(=O)(=O)C1)S(=O)(=O)c1cc(C)ccc1C (stereo not drawn) | 6 | 13% | 1% | i | 3.0 | 4% | 3 | i
COc1cccc(-c2csc(N3CCN(Cc4ccccc4)CC3)n2)c1 | -4 | -3% | -7% | -20%[57.5 µM] | -0.2 | 16% | -18 | i
CN(C)N1C(=O)C2C3C=CC(O3)C2C1=O (stereo not drawn) | 0 | 17% | / | i | -0.1 | 3% | 8 | i
O=C(NCC1CCCCC1)c1cc(S(=O)(=O)N2CCCCC2)ccc1N1CCOCC1 | -4 | -3% | 1% | -12% | -2.8 | -3% | 6 | i
Cc1cc(C)nc(N2CCCC(C(=O)Nc3ccc4c(c3)OCO4)C2)n1 (stereo not drawn) | 12 | -3% | -1% | -22%[57.5 µM] | -3.4 | -6% | 4 | i
COc1ccc(C2SCC(=O)N2c2ccc(C)cc2)cc1 (stereo not drawn) | 4 | -3% | -3% | -5% | 0.7 | 13% | 0 | i
COc1ccc(Cn2nnnc2C(c2ccc(N(C)C)cc2)N2CCC(C)CC2)cc1 (stereo not drawn) | -20 | -5% | -1% | i | -0.5 | -7% | -10 | i
CC(C)O/N=C1\C(=O)N(c2ccccc2)c2ccccc21 | -4 | ? | 0% | -1% | 1.5 | 14% | 0 | i
CC(C)(C)OC(=O)NCCC(=O)Oc1ccc2ccc(=O)oc2c1 | 36 | 2% | -7% | -21% | -5.3 | 5% | 2 | i
CC(=O)c1cccc(N(CC(=O)Nc2ccccc2F)S(C)(=O)=O)c1 | -17 | -12% | 0% | -16% | -1.5 | 5% | -3 | i
COc1cccc(C2C(C(=O)c3cccs3)=C(O)C(=O)N2CCN2CCOCC2)c1 (stereo not drawn) | 19 | 3% | -2% | 9% | -2.3 | 0% | -1 | i
CCOc1ccc(-n2cc(-c3ccccc3)c3c(=S)nc[nH]c32)cc1 | 18 | -3% | -11% | -2% | -0.7 | 6% | 7 | i

Random excerpt: three entries already listed.
SMILES | DRD3 antagonist | EPAC2 antag | MmCpn inh | PTHR1 ag | CCT modulator | EPAC2 ag | DRD3 agonist | pAkt inh
COc1ccc(C2SCC(=O)N2c2ccc(C)cc2)cc1 (stereo not drawn) | 4 | -3% | -3% | -5% | 0.7 | 13% | 0 | i
CC(=O)c1cccc(N(CC(=O)Nc2ccccc2F)S(C)(=O)=O)c1 | -17 | -12% | 0% | -16% | -1.5 | 5% | -3 | i
CN(C)N1C(=O)C2C3C=CC(O3)C2C1=O (stereo not drawn) | 0 | 17% | / | i | -0.1 | 3% | 8 | i

The list continues:
SMILES | DRD3 antagonist | EPAC2 antag | MmCpn inh | PTHR1 ag | CCT modulator | EPAC2 ag | DRD3 agonist | pAkt inh
CCO/C=C1/C(=O)N(C)C(=O)c2cc(OC)ccc21 | 27 | 3% | 0% | ? | -5.1 | 13% | -4 | i
OCCNCCCCOc1ccc(F)cc1 | 25 | -2% | 1% | 0%[57.5 µM] | -0.3 | 8% | -1 | /
C#CCn1cc(/C=N/NC(=O)COc2cccc3cccnc23)c2ccccc21 | -2 | -1% | 0% | -17% | -0.8 | 2% | -6 | i
CCc1c(C)nc2c(C#N)c(C)[nH]n2c1=O | 14 | 12% | -2% | -15% | 2.0 | 3% | 2 | i
O=C(c1ccc(Cl)cc1)N1CCCCC(Cl)C1=O (stereo not drawn) | -4 | -6% | 0% | 0% | -1.7 | 8% | -1 | i
O=C(CN1C(=O)c2ccccc2S1(=O)=O)N1CCc2ccccc2C1 | -14 | -6% | / | i | -3.3 | 4% | 2 | i
CCC(C)C(=O)Nc1nnc(SCC(=O)NC2CCCCC2)s1 (stereo not drawn) | -19 | 5% | 2% | i | 0.3 | 3% | -4 | i
O=C(NC(=S)N(CC1CCC1)CC1CCCO1)c1cccc([N+](=O)[O-])c1 (stereo not drawn) | -3 | 10% | -11% | -3% | 0.7 | 9% | -2 | i
CCOC(=O)C1CCN(C(=O)COc2ccc(S(=O)(=O)N3CCOCC3)cc2C)CC1 | 8 | 1% | 1% | i | -2.1 | 12% | 7 | i
CCN1C(=O)C(O)(CC(=O)c2ccc(-n3cccc3)cc2)c2ccccc21 (stereo not drawn) | -2 | 0% | 0% | -18%[57.5 µM] | -0.7 | -4% | 3 | i
Cc1ccc(S(=O)(=O)N2CCN(S(=O)(=O)c3ccc(C)cc3)C2)cc1 | -4 | -3% | 0% | -13%[57.5 µM] | -1.3 | 4% | 3 | i
CCc1ccc(-c2nc(CS(=O)CC(=O)NCc3cccnc3)c(C)o2)cc1 (stereo not drawn) | -26 | ? | 0% | i | 0.6 | 9% | -2 | i
CC(NC(=O)COC(=O)c1ccc(OCC2CCCO2)cc1)c1ccccc1Cl (stereo not drawn) | -12 | -16% | -1% | -18% | -0.6 | 20% | 6 | i
COc1cc(OC)c(OC)cc1CN(C)C(c1ccccc1)c1nnnn1-c1ccccc1C (stereo not drawn) | -2 | -10% | 1% | -15% | -0.1 | 19% | 2 | i
CCOC(=O)C(CCc1ccccn1)c1ccccc1 (stereo not drawn) | -24 | -8% | / | i | -4.5 | 7% | -10 | i
COc1ccc(N2CCN(C(=O)CSc3nc4[nH]ncc4c(=O)n3-c3cccc4ccccc34)CC2)cc1 | 10 | 10% | -3% | -36% | -0.1 | 6% | 19 | i
CCCN(CC(=O)Nc1ccccc1OC)C(C)C(=O)NC(C)CCc1ccccc1 (stereo not drawn) | -15 | -14% | 1% | i | -4.0 | 11% | -32 | i
COc1ccc(C2(O)C(=O)Nc3ccccc32)cc1 (stereo not drawn) | -19 | 0% | 0% | -12% | -0.4 | 3% | 6 | i
COCCNC(=O)C1C(=O)Nc2ccccc2C(=O)N1c1ccc2c(c1)OCCO2 (stereo not drawn) | 6 | -12% | / | -33%[inhibitor] | / | 3% | -1 | i
COc1ccc(NC(=O)c2sccc2SCc2cccc(C(F)(F)F)c2)cc1 | 17 | -23% | 1% | i | 0.5 | -2% | 10 | i
CCOC(=O)c1nn(-c2ccccc2F)c(-c2ccccc2)c1C(=O)c1ccccc1 | 0 | -5% | 1% | -18%[57.5 µM] | -2.8 | 13% | -8 | i
N#CCN1C(=O)C(=O)N(Cc2cccc(Cl)c2)C1=O | -8 | 1% | -2% | -6% | -2.6 | 6% | 17 | i
Cc1nc2c(-c3ccc(F)cc3)cnn2c2c1CCC2 | 15 | -6% | -3% | -3% | -11 | 4% | 1 | i

Source: PubChem BioAssay
